Screens: PubChem, National Center for Advancing Translational Sciences (NCATS)
HTT aggregate = inhibitors of mutant huntingtin aggregate formation in PC12 cells. PC12 HttQ103-GFP aggregates, Acumen cytometry, 40 h. Potency, µM (highest dose often 46.1 µM), without a hit: at the top dose activity change, negative = inhibition, usual class: inhibitors. hit rate 1.1% among 220,000; also: potency is read from the fitted curve at half-maximal effect; % is scaled to controls: 0 for no effect and ±100 for the full control effect; nearly all actives have a fitted effect of over 60% in size
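Multiplexed with ATP-based cell death, this channel scores GFP aggregates in PC12 cells expressing inducible HTTex1-Q103-GFP. Induction used 100 nM tebufenozide; compounds were tested in concentration series.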
KinaseGlo FLuc = counter-screen: inhibitors of Kinase-Glo firefly luciferase; Kinase-Glo luciferase, ATP luminescence, 8 min; Q27757; Potency, µM (titrated, usually from 38.3 µM), inactives show top-dose activity change, negative = inhibition, usual class: inhibitors; hit rate 0.28% among 200,000; AID 1379; also: potency is read from the fitted curve at half-maximal effect; % is scaled to controls: 0 for no effect and ±100 for the full control effect; nearly all actives have a fitted effect of over 60% in size
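Luminescence was the read-out, taken after 8-minute incubation at ambient temperature. Luciferase turned over luciferin with 10 uM ATP in imidazole pH 7.2 buffer containing KCl, MgCl2, Tween 20 and BSA.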
SMN2 splice enh = SMN2 splice variant enhancement | hit rate 2.8% among 210,000 | HEK293 SMN2-luciferase splicing reporter, luminescence, 30-36 h | Potency, µM (highest dose often 46.1 µM), inactives show at the highest dose activity change, positive = activation, most hits filed as activators; also: potency is read from the fitted curve at half-maximal effect; % of control where 0% means no effect; nearly all actives have a fitted effect of over 55% in size
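qHTS luciferase splicing reporter: luminescence rises when SMN2 exon 7 is included in transfected HEK293 cells. Compound exposure lasted 30-36 h at 37C, with 4.5 mM final sodium butyrate as control, followed by a ONE-Glo read.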
CBFb RUNX1 block = blocks binding between human CBF-beta and RUNX1; 230,000 tested, under 10 active; Q01196+Q13951; AlphaScreen CBFb-His/RUNX1-biotin binding, biochemical; Potency, µM (top dose mostly 59.8 µM), without a hit: at the highest dose activity, negative = inhibition, most hits filed as inhibitors; also: % of control where 0% means no effect
Target sequence (Q01196 whole entry, looked up): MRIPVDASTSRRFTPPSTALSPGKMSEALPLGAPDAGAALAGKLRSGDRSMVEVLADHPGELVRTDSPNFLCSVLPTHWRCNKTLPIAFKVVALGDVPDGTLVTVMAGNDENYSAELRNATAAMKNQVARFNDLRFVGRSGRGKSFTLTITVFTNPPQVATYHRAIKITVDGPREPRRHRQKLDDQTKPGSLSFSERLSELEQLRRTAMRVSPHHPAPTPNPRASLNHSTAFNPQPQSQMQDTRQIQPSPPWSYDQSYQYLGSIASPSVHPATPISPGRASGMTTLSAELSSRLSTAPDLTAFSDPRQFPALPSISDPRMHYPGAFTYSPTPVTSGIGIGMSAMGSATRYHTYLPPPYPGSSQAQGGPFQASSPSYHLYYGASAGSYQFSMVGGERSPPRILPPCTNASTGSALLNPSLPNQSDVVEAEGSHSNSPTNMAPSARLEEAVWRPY
Target sequence (Q13951 whole entry, looked up): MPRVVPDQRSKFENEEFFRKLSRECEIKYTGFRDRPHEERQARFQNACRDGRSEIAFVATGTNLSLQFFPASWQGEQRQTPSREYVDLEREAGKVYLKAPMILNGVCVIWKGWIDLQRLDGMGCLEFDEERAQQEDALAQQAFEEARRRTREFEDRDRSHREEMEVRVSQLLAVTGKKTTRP
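Compounds were screened at multiple concentrations against a preformed CBF-beta(His)/RUNX1(biotin) complex (30 nM of each) for 15 min at room temperature, followed by 90 min with nickel and streptavidin beads and AlphaScreen reading.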
LMNA splice mod = LMNA splicing modulation; hit rate 0.01% among 200,000; Potency, µM (titrated, usually from 46.1 µM), for inactives: top-dose ratio change, negative = inhibition, most hits filed as inhibitors; HeLa LMNA splicing GFP/RFP minigene ratio, 48 h; active = well fitted inhibition curve with a large enough effect in the signal ratio, with a control signal flat, not every such curve was filed as active; inconclusive = small, poorly fitted or top-dose-only effect, or effect the other way, or a change in a side signal; the % refers to the signal ratio; also: potency is read from the fitted curve at half-maximal effect; % is scaled to controls: 0 for no effect and ±100 for the full control effect
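S3 HeLa cells stably expressing lamin A-EGFP splicing minigene plus DsRed2, 600 cells/well, 48 h compound exposure at 37C. Laser-scanning cytometry; analysed as GFP (500-530 nm)/RFP (575-640 nm) total intensity ratio; 0.5% DMSO vehicle.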
IMPase Li inh = membrane-permeable IMPase blocker, potentiated with lithium. CHO-M1 cells, IP1 TR-FRET (IP-One), carbachol + lithium. Potency, µM (series often up to 59.4 µM), inactives show at the top dose activity, negative = IMPase inhibition, hits mostly inhibitors. hit rate 0.35% among 210,000. AID 1457;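 also: IP1 builds up when IMPase is blocked and the TR-FRET signal falls; potency is read from the fitted curve at half-maximal effect; plate controls were basal vehicle for no effect and high inhibitor control for full effect; nearly all actives have a fitted effect of over 50% in size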
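Lithium-sensitised IP1 accumulation assay; M1-expressing CHO cells treated 30 min at 37C with compound. Competitive antibody detection by time-resolved FRET followed a 10 min room-temperature lysis step.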
HTT cytoprotect = Huntington cell model cytoprotection by ATP luminescence; PC12 HTT-Q103 induced, cytoprotection, ATP luminescence, 40 h; Potency, µM (highest dose often 56.4 µM), for inactives: cytoprotection (ATP increase), hits mostly activators; hit rate 0.14% among 230,000; AID 1471;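 also: potency is read from the fitted curve at half-maximal effect; % of control where 0% means no effect; nearly all actives have a fitted effect of over 45% in size; toxic huntingtin expression switched on by the ecdysone agonist tebufenozide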
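Compounds were screened for protection of PC12 cells against cell death after tebufenozide induction (100 nM final) of mutant Huntingtin exon 1 (Q103) fused to GFP.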
* marks the source's active call; other numbers are inactive results; ? = inconclusive; nt = not tested or not shown; & = joins results of further samples; [ ] = remark or other dose. Unless noted, calls follow the shape of the dose curve; as a rule, active = well fitted curve in the direction sought with a large enough effect; inconclusive = small, poorly fitted or top-dose-only effect, or another doubt; inactive = no such curve, though single readings can be large; an effect the other way counts as inactive or inconclusive.

SMILES	HTT aggregate	KinaseGlo FLuc	SMN2 splice enh	CBFb RUNX1 block	LMNA splice mod	IMPase Li inh	HTT cytoprotect
CCCN(CCC)S(=O)(=O)c1ccc(C(=O)Nc2nnc(-c3cccc(OC)c3)o2)cc1	10µM*	0%	-93%[inhibitor]	2%	?	-6%	nt
CCc1nnc(NC(=O)Cn2c(=O)oc3ccccc32)s1	9%[9.22 µM]	7%	-6%	0%	11%	0%[38.3 µM]	-14%
CC(=O)c1ccc(-c2nc3ccccc3n2C)o1	-7%	?	11µM*	9%	-6%	?	0%[0.074 µM]
CC12CCC(C[N+](C)(C)C1)C2(C)C (stereo not given)	-12%	0%	-4%	-1%	nt	1%	15%
O=C(NCc1cn2ccccc2n1)c1ccc2c(c1)OCO2	9%[9.22 µM]	5%	-7%	2%	6%	-4%[38.3 µM]	?
Cc1cc(NS(=O)(=O)c2ccc(NC(=O)CSc3nc4sc(C(=O)O)c(C)c4c(=O)[nH]3)cc2)no1	12%	nt	nt	-13%	nt	-4%	-4%
Cc1c(C(=O)Nc2ccc(S(=O)(=O)NCC3CCCO3)cc2)cccc1[N+](=O)[O-] (stereo not given)	-25%	3%	nt	5%	nt	19%	-27%
CCOc1cc(S(=O)(=O)NCCc2ccc(OC)c(OC)c2)c(OCC)cc1-n1cnnn1	25%	-3%	-5%	4%	-3%	24%[38.3 µM]	11%
CC(Sc1nc2cc([N+](=O)[O-])ccc2n1-c1ccc(F)cc1)C(=O)NCc1ccc2c(c1)OCO2 (stereo not given)	7%	0%	-12%	5%	-11%	10%	-13%[10 µM]
CC1CC(C)CN(C(=O)C2CCCN(S(=O)(=O)c3cccc4nonc34)C2)C1 (stereo not given)	3%	2%	-2%	-3%	?	-6%[38.3 µM]	6%
Cc1ccc(C)c(NC(=O)CSc2nc3nc(-c4cccs4)cc(C(F)(F)F)c3c(=O)[nH]2)c1	-10%[9.22 µM]	nt	nt	4%	nt	nt	29%[10 µM]
CCCOc1cccc(OCCSc2nc(C)cc(=O)[nH]2)c1	-23%	-8%	-14%	7%	?	31%[activator][38.3 µM]	-20%
C#CCNC(=O)C1=C[C@H](c2ccc3c(c2)OCO3)[C@@H](CCCO)[C@H](OCC)O1	9%[9.22 µM]	nt	nt	4%	nt	3%	5%[10 µM]
CN(C(=O)COC(=O)c1ccc2c(c1)OCO2)C1CCS(=O)(=O)C1 (stereo not given)	12%	5%	3%	17%	?	3%[38.3 µM]	1%
COc1ccc(N/N=C(C)/C(=N/O)C(=O)Nc2ccccc2)cc1	1%	?	3%	4%	0%[9.22 µM]	-2%	-33%[inhibitor]
CC(C)N1CCN(Cc2cccn2-c2nccs2)CC1CCO (stereo not given)	13%[9.22 µM]	-4%	nt	0%	nt	13%	-12%[10 µM]
O=C(O)/C=C/C(=O)Nc1ccc(OC(F)(F)Cl)cc1	7%	1%	7%	-5%	?	-1%	-48%[inhibitor]
CC=C1C2C=C(C)CC1(N)c1ccc(=O)[nH]c1C2 (stereo not given)	nt	nt	-14%	3%	nt	10%	-13%
CC1=CN2C(=N)/C(=C/c3ccc(Sc4ccc(C)cc4)o3)C(=O)N=C2S1	1%	3%	2%	2%	?	16%	-14%[10 µM]
N#CC1=C(N)Oc2ccc3ccc(O)cc3c2C1c1ccsc1 (stereo not given)	17%	0%	-9%	-16%	-9%	6%	0%[1.9 µM]
CCN(CCNC(=O)C1CCC(=O)N1Cc1ccc(C)cc1)c1ccccc1 (stereo not given)	-7%	3%	10%	-4%	nt	-1%	-24%
CC(=O)c1c(C)[nH]c(C(=O)COC(=O)c2cc(S(=O)(=O)N(C)c3ccccc3)ccc2Cl)c1C	?	0%	-10%	8%	?	26%	1%[10 µM]
O=C(O)C1=C[C@H](c2coc3ccccc3c2=O)C[C@H](OCCCCO)O1	11%[9.22 µM]	nt	nt	9%	nt	-8%	13%[10 µM]
Cc1ccc(N(C(=O)CCC(=O)Nc2cc(C)on2)C(C(=O)NC2CCCC2)c2ccccc2)cc1 (stereo not given)	-3%[9.22 µM]	0%	nt	0%	nt	6%	7%[10 µM]
c1ccc(-c2nnc(-c3ccccn3)s2)nc1	6%[9.22 µM]	nt	nt	?	nt	nt	-41%[10 µM]
COC(=O)CNC(=O)Cn1cnc2sc(C)c(S(=O)(=O)N3CCC(C)CC3)c2c1=O	4%	4%	-9%	6%	6%	2%	15%[10 µM]
CC(C)NC(=O)Nc1ccc(Br)cc1Cl	-15%[9.22 µM]	nt	nt	-2%	nt	-2%	-2%[10 µM]
CCn1ccc(C(=O)Nc2c(C)nn(Cc3c(F)c(F)c(F)c(F)c3F)c2C)n1	22%	1%	15%	1%	1%	17%	nt
CCc1ccc(-n2cc(-c3ccc([N+](=O)[O-])cc3)[nH]c2=S)cc1	11%	0%	21%	4%	-9%	2%	19%[10 µM]
O=C(c1cccnc1)C1CCCN(Cc2nc(Cc3ccccc3)no2)C1 (stereo not given)	4%[9.22 µM]	1%	nt	-7%	6%[46 µM]	13%	6%[10 µM]
CO[C@]12C[C@@H](COC(=O)c3cncc(Br)c3)CN(C)[C@@H]1Cc1cn(C)c3cccc2c13	-10%	-1%	-7%	?	-17%	17%&6%	3%[1.9 µM]
COc1ccc(NS(=O)(=O)/C=C/c2ccccc2)cc1	20%	0%	0%	8%	?	-9%	nt
COC(=O)c1cc2oc(C)cc2n1CC(=O)Nc1ccc(OC)c(OC)c1OC	26%	2%	10%	6%	2%	6%[38.3 µM]	8%
C#CC(C)(CC)NC(=O)c1cc2cccc(CC=C)c2oc1=O (stereo not given)	-13%	1%	-25%	-11%	nt	?	-52%[inhibitor]
O=C(CSc1ccccc1)Nc1cccc(S(=O)(=O)N2CCCC2)c1	11%	1%	10%	-2%	?	4%	-4%[10 µM]
O=C(O)c1cccc(C(=O)Nc2cccc(NC(=O)C3CCCO3)c2)c1 (stereo not given)	-3%	-7%	nt	7%	-8%	20%[38.3 µM]	-8%
CCN=C1SC(CC(=O)Nc2ccccc2OCC)C(=O)N1CC (stereo not given)	-6%	-3%	?	12%	-12%	8%[38.3 µM]	-2%[10 µM]
Cc1ccc(-c2csc(NC(=O)c3cccc(N4C(=O)CCC4=O)c3)n2)o1	-20%	-2%	-29%	-18%	-10%	1%	14%[10 µM]
O=C(O)c1cccc2cccc(-c3cccc4cccc(C(=O)O)c34)c12	nt	-1%[7.66 µM]	-13%[9.22 µM]	nt	nt	1%	-1%[10 µM]
CC(C)Cn1c(=S)[nH]c2cc(C(=O)O)ccc2c1=O	-4%[9.22 µM]	nt	nt	0%	3%[46 µM]	nt	-11%[10 µM]
N#CC(C#N)=C1C=CC=CN1/C(=C\c1ccco1)C(=O)c1ccccc1	3.2µM*	0%	-107%[inhibitor]	0%	?	35%[activator]	?
O=c1c2ccccc2sc2c(CO)ccc(NCCN3CCCCC3)c12	nt	0%[7.66 µM]	-12%[9.22 µM]	nt	nt	-5%	-81%[inhibitor][10 µM]
O=C(NCc1ccccn1)c1nn(-c2ccccc2)c(=O)c2ccccc12	-6%	3%	-3%	0%	-6%[46 µM]	-5%	-3%
O=C(CSCc1ccccc1Cl)N/N=C/c1ccco1	nt	-1%	-5%	-1%	?	3%	nt
COC(=O)c1cccc(NC(=O)c2cccnc2)c1	13%	-3%	4%	1%	-3%	-9%[38.3 µM]	-34%

Gathered by group: the compounds so far with a cyano group
SMILES	HTT aggregate	KinaseGlo FLuc	SMN2 splice enh	CBFb RUNX1 block	LMNA splice mod	IMPase Li inh	HTT cytoprotect
N#CC1=C(N)Oc2ccc3ccc(O)cc3c2C1c1ccsc1 (stereo not given)	17%	0%	-9%	-16%	-9%	6%	0%[1.9 µM]
N#CC(C#N)=C1C=CC=CN1/C(=C\c1ccco1)C(=O)c1ccccc1	3.2µM*	0%	-107%[inhibitor]	0%	?	35%[activator]	?

(more compounds)
SMILES	HTT aggregate	KinaseGlo FLuc	SMN2 splice enh	CBFb RUNX1 block	LMNA splice mod	IMPase Li inh	HTT cytoprotect
COC(=O)/C(C#N)=C/N(C)C	-19%[9.22 µM]	nt	nt	7%	nt	nt	-3%[10 µM]
CC(=O)N(C)c1ccc(NC(=O)c2ccc([N+](=O)[O-])cc2Cl)cc1	15%	-4%	17%	-19%	3%	0%	32%[10 µM]
O=C(Nc1cccn2ncnc12)C(Cl)Cl	-2%	0%	-14%	4%	10%	-7%[38.3 µM]	0%
Cc1cc(/C=C2/C(=N)N3C(c4ccccc4)=CSC3=NC2=O)c(C)n1-c1ccccc1	5%	-1%	6%	-2%	?	3%	5%[10 µM]
CC(C(=O)NC(=O)NCc1ccccc1)N1C(=O)c2ccccc2C1=O (stereo not given)	-11%	-1%	4%	7%	5%	21%[38.3 µM]	-6%[1.9 µM]
CCOc1ccccc1C(=O)NCCCN1CCN(CCCNC(=O)c2ccccc2OCC)CC1	-10%	-2%	-14%	17%	17%	7%[38.3 µM]	-1%
Cc1ccc(-c2[nH]nc3c2C(C)C(C#N)=C(N)O3)cc1 (stereo not given)	27%	-2%	7%	-6%	5%	2%	5%[10 µM]
C/C(=N\Nc1ccc([N+](=O)[O-])cc1)c1ccc(C#N)cc1	14%[9.22 µM]	nt	nt	3%	nt	nt	12%[10 µM]
O=C(OCn1nnc2ccccc2c1=O)c1ccc(O)cc1	8%	4%	2%	4%	-21%[46 µM]	2%	-22%
Cc1ccc(S(=O)(=O)NCC2CCC(C(=O)NCc3ccccn3)CC2)cc1 (stereo not given)	10%	0%	-10%	3%	12%[46 µM]	-2%	-15%
COC(=O)c1ccc(CSc2nnnn2C)o1	29%	-5%	-11%	0%	3%	35%[activator][38.3 µM]	-7%[10 µM]
NS(=O)(=O)c1ccc(CCNc2nc(CN3CCCCC3)nc3sc4c(c23)CCC4)cc1	11%	nt	nt	3%	?	nt	-5%
Cn1c(/C(C#N)=C(\O)CN2CCN(Cc3ccccc3)CC2)nc2ccccc21	-24%	11%	10%	4%	5%	9%[38.3 µM]	-22%[0.074 µM]
COCCn1c(=O)c(-c2ccc(F)cc2)nc2cnc(Oc3cccc(Cl)c3)nc21	nt	-3%	-9%	nt	nt	?	2%

Part of the list above, showing only IMPase Li inh and LMNA splice mod:
| compound | IMPase Li inh | LMNA splice mod |
| --- | --- | --- |
| O=C(CSCc1ccccc1Cl)N/N=C/c1ccco1 | 3% | ? |
| COC(=O)c1cccc(NC(=O)c2cccnc2)c1 | -9%[38.3 µM] | -3% |
